Lmaj promast: inhibitors of Leishmania major promastigote growth. 9% of 200,000 active. inhibition, % at 10 µM. AID 1063. Leishmania major promastigotes, resazurin fluorescence viability; in the data active means inhibition above about 50%;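 further: promastigotes grown with compound for 44 hours at 28 °C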
SRC2 TRFRET art: counter-screen for PPARgamma SRC-2 recruitment agonists: TR-FRET artefact; TR-FRET ratio at 8 µM; AID 1049; stronger effect = higher value; 0.4% of 200,000 active; in the data active means TR-FRET ratio above about 2000; further: inactives centre near 1500; reference of the scale not given here
S1P3 antagonist: antagonists of human S1P3 receptor | inhibition, % at 4.98 µM | CHO S1P3 NFAT-BLA reporter, FRET fluorescence, antagonist mode | 0.27% of 170,000 active | Q99500;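 active means inhibition above the plate cutoff, the mean inhibition of test wells on that plate plus 3 SD, cut at about 28% in these data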;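 further: cells challenged with S1P at its EC80 of 0.8 µM; blue over green emission ratio from cleaved BLA substrate after 4 h stimulation; 0% = S1P-stimulated wells and 100% = unstimulated DMSO-only wells; some compounds past the cut are filed as inactive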
bIAP inhibitor: intestinal alkaline phosphatase (bovine) inhibition; 190,000 tested, under 10 active; purified bovine IAP, CDP-star luminescence, 30 min; inhibition, % at 20 µM;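 active means over 50% inhibition of intestinal alkaline phosphatase at 20 µM in the single-dose screen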
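Incubation: 30 min reaction at room temperature / Material: purified bovine intestinal alkaline phosphatase (IAP) enzyme / Input: enzyme at 1/65,000,000 dilution / Dosing: 20 µM single dose / Signal: CDP-star luminescence signal / Reagent: CDP-star chemiluminescent phosphatase substrate, 30 µM final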
PPARg SRC-3 ag: promotes SRC-3 coactivator recruitment by human PPARgamma | biochemical PPARgamma/SRC-3 coactivator recruitment assay | activation, % at 8 µM | 0.26% of 200,000 active; in the data active means activation above about 23%;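 further: 0% = DMSO and 100% = reference agonist; some compounds past the cut are filed as inactive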
PPARg SRC2 recr: promotes SRC-2 coactivator recruitment by human PPARgamma; activation, % at 8 µM; PPARgamma LBD-SRC-2 recruitment, biochemical; P37231; AID 1032; 0.34% of 200,000 active; in the data active means activation above about 22%;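 further: 0% = vehicle and 100% = reference agonist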
bIAP activator: increases bovine intestinal alkaline phosphatase activity | purified bovine IAP, CDP-star luminescence, 30 min; stronger effect = higher value; fold of DMSO-control signal, blank-subtracted | activation factor at 20 µM | 0.17% of 200,000 active | AID 1016;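 active means activation factor of 2 or more at 20 µM, a signal rise over negative controls twice the positive control's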
TLR4 MyD88 comp: inhibitors of human TLR4-MyD88 binding; HeLa CL3-4 TLR4/MyD88 BLA complementation, FRET ratio; inhibition, % at 8.4 µM; 0.18% of 200,000 active; in the data active means inhibition above about 25%;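 further: 0% = vehicle and 100% = reference inhibitor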
Target sequence (O00206 whole entry, looked up): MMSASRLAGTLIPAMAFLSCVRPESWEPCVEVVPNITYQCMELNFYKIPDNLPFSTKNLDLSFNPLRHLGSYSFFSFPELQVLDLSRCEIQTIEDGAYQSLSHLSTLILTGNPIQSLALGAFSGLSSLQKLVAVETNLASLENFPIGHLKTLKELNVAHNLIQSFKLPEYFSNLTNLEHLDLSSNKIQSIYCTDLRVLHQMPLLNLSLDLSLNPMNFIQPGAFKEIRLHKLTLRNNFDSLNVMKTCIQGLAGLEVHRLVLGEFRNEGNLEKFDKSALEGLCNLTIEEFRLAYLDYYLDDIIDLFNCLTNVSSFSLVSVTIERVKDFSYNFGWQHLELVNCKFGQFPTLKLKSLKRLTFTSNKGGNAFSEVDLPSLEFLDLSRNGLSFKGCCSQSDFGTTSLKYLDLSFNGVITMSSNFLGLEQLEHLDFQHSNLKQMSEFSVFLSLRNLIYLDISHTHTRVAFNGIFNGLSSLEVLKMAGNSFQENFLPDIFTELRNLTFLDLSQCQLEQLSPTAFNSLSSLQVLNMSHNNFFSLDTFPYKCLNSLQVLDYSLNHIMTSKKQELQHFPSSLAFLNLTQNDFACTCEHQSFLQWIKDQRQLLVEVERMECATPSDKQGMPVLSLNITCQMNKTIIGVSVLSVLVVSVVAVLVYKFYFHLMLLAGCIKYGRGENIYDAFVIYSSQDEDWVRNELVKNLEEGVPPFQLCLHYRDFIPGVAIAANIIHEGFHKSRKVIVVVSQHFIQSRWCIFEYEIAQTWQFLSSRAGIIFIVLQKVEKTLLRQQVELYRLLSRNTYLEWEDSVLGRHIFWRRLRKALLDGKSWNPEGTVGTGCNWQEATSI
Target sequence (Q99836 whole entry, looked up): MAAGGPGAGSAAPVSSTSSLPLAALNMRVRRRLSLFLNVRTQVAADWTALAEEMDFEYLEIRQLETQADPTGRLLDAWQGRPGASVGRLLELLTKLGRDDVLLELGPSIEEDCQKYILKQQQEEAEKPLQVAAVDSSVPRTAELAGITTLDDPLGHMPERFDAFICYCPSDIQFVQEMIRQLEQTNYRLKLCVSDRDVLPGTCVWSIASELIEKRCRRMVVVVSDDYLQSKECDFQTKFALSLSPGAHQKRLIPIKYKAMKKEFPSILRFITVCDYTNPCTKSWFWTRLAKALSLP
PPARg SRC1 recr: agonists of human PPARgamma SRC-1 coactivator recruitment; activation, % at 8 µM; PPARgamma-SRC-1 coactivator recruitment biochemical assay; P37231; 0.41% of 200,000 active; AID 631; in the data active means activation above about 19%;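 further: 0% = DMSO and 100% = reference agonist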
DTT redox prof: compounds producing H2O2 with reducing agent – biochemical, NIH compound library profiling, artefact control for MLSCN library redox annotation, primary screen. DTT-dependent redox cycling H2O2, phenol red/HRP absorbance; 100% = 100 µM peroxide control, 0% = buffer. 0.03% of 200,000 active. activation, % at 10 µM;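 active means activation of at least 50% relative to the plate's high and low controls in the primary single-dose screen; inactive means activation below 50%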;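 further: compound incubated with DTT at 0.8 mM final as the reducing agent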
ROMK primary: human ROMK K+ channel modulation, primary screen; AID 1918; B-score at 10 µM; P48048; Tet-inducible ROMK, thallium flux fluorescence; actives lie on both sides; 2% of 130,000 active;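 active means signal ratio slope over the read window, or its plate-corrected B-score, at least 3 SD from the plate mean, either direction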;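 further: B-score of the F/F0 ratio slope over 7 to 12 s after thallium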
* hit, by the source's call; / = not tested or not shown.

SMILES	Lmaj promast	SRC2 TRFRET art	S1P3 antagonist	bIAP inhibitor	PPARg SRC-3 ag	PPARg SRC2 recr	bIAP activator	TLR4 MyD88 comp	PPARg SRC1 recr	DTT redox prof	ROMK primary
Cc1cc(C)cc(-n2nnnc2SCC(=O)Nc2nc(-c3ccc(F)cc3)cs2)c1	2	1503	/	11	7	-8	0.9	12	-15	1.0	/
CCN=C1SC(C(N)=O)CC(=O)N1CC (stereo not drawn)	-4	1522	-36	4	4	-4	1	10	3	0.0	/
Cc1ccc2nc(C3CCN(CC(=O)N4CCCCCC4)CC3)[nH]c2c1	-1	1406	-14	-35	7	-5	1.4	14	-3	2.1	/
CN(c1ccccc1)S(=O)(=O)c1ccc(C(=O)OCC(=O)NCc2ccco2)cc1	-15	1526	/	7	10	12	0.9	11	4	0.2	-0.62
CCOc1cc(N2CCOCC2)c(OCC)cc1NC(=O)C(NC(=O)c1ccco1)C(C)C (stereo not drawn)	28	1608	5	-5	1	2	1	-12	2	-2.3	-0.63
Cc1ccccc1-n1nc(C(=O)O)c(C)c(C#N)c1=O	-5	1585	/	8	-1	-4	0.9	14	-3	-0.3	/
N#CCC(=O)Nn1c(=S)[nH]c2ccccc2c1=O	-1	1620	-6	-15	0	1	1.1	-7	8	-0.7	0.69
OC1(c2ccccc2F)CCN(Cc2nnc(-c3ccccc3)o2)CC1	-7	1623	-2	-13	1	0	1.1	-8	8	2.6	/
NC1=NC(=O)C2(COC(c3ccncc3)OC2)S1 (stereo not drawn)	-6	1615	-40	-8	-7	3	1.1	-9	-11	0.2	1
Cc1ccc2c(Cl)c(C)c(N3CCCC3)nc2n1	7	1649	5	6	2	4	0.9	1	8	0.2	/
Cc1cccc(C(=O)Nc2nccs2)c1[N+](=O)[O-]	25	1537	10	5	6	-2	0.9	-3	0	-0.1	1.1
CCCn1nc(C(=O)OCC(=O)c2ccc3c(c2)NC(=O)CO3)c2ccccc2c1=O	-11	1572	11	-9	8	17	1.1	-1	3	-2.0	-0.6
CC(C)(C)c1ccc(C(=O)CSc2ncn[nH]2)cc1	-1	1532	-12	-6	11	3	1.1	6	2	-0.1	/
O=C(c1ccco1)c1cn(CC(=O)N2CCCCC2)c2ccccc12	11	1318	22	1	-7	-1	1	8	-3	-0.1	-0.76
Cc1ccc(NC(=O)CS(=O)CC(=O)N(CC(=O)NC2CCCC2)c2cc(C)ccc2C)cc1 (stereo not drawn)	-8	1494	-7	-8	13	5	1.1	0	6	0.4	/
COc1cccc(-c2nc(C(N)=O)c3[nH]c(=O)n(-c4ccccc4)c3n2)c1OC	-3	1296	-16	-14	-2	-4	1.1	-9	1	0.2	/
COc1ccccc1N1CCN(C(=O)Cc2c(C(=O)O)[nH]c3ccc(Cl)cc23)CC1	-16	1782	-24	-4	-1	2	1	-1	5	-3.3	0.24
Cc1cccc2c3c([nH]c12)C(=O)CC(C)(C)S3	-2	1461	-11	-6	3	-5	1.1	1	2	0.9	0.3
O=C(CC1NCCc2ccccc21)Nc1ccc(Cl)cc1 (stereo not drawn)	21	1462	-5	-2	1	2	1	-4	0	-1.5	-0.71
Cn1nnc2cc(C(=O)NC(C)(C)C)ccc21	1	1578	-18	6	-2	-4	0.9	-4	1	1.8	/
C=CCNc1nnc(SCC(=O)N2CCCCC2)c2ccccc12	54*	1625	-4	-6	0	11	1.1	-11	-2	0.0	/
O=C(c1cccs1)N(CC1CCCO1)c1nc(-c2ccccc2)cs1 (stereo not drawn)	24	1742	26	25	1	9	0.7	0	9	1.7	-0.18
Cc1sc2nc3c(C(=O)N4CCCC4)cc(C(=O)c4ccccc4O)cn3c(=O)c2c1C	48	1484	-13	3	2	-1	1	7	-1	0.2	0.11
CCOc1ccccc1NC(=O)NCc1ccc(F)cc1	1	1482	17	-5	5	-8	1.1	-1	0	-0.1	0.41
O=C(Cc1cccs1)NCc1ccccc1	-6	1625	-28	5	3	5	0.9	4	13	-1.8	0.082
Remaining list, next part.
SMILES	Lmaj promast	SRC2 TRFRET art	S1P3 antagonist	bIAP inhibitor	PPARg SRC-3 ag	PPARg SRC2 recr	bIAP activator	TLR4 MyD88 comp	PPARg SRC1 recr	DTT redox prof	ROMK primary
O=C(CN1C(=O)c2ccccc2S1(=O)=O)NC1CCCC1	-5	1598	-3	14	5	12	0.9	-5	1	-1.9	-0.066
CC(C)CC(NC(=O)CNC(=O)C1O[C@@H]2OC(C)(C)O[C@@H]2[C@H]2OC(C)(C)O[C@@H]12)C(=O)O (stereo partly drawn)	1	1573	0	-5	0	2	1.1	3	4	-9.8	-1.8
O=C(Cn1cccc1C(=O)c1ccccc1)NCc1ccccc1	3	1410	/	10	-1	-6	0.9	11	11	0.0	2
CCC(=O)Nc1ccc2nc(C)n(CC(=O)Nc3ccccc3)c(=O)c2c1	10	1560	-19	3	-2	-1	1	0	-1	-0.3	/
CC(C)NC(=O)c1cnc(Sc2ncc(C(F)(F)F)cc2Cl)n1C	-4	1575	/	3	5	17	1	-2	1	0.3	0.53
COc1ccc(NC(=O)CSCC(=O)N2c3ccccc3CCc3ccccc32)cc1	17	1574	-11	2	-1	6	1	-3	1	-0.5	-0.44
CC(=O)c1cccc(NC(=O)COc2cc3oc(=O)c(CC(C)O)c(C)c3cc2Cl)c1 (stereo not drawn)	-6	1683	-7	20	4	-1	0.8	-1	-5	0.0	/
CCOC(=O)CSc1nnc(-c2cccc(Br)c2)o1	-2	1624	-10	8	13	6	0.9	6	2	0.1	-0.79
COC(=O)CNC(=O)COC(=O)c1cc(F)c(F)cc1Cl	-6	1355	/	12	-1	-1	0.9	-1	-1	0.0	-0.059
Cc1nc2ncnn2c(C)c1Cc1cccc(F)c1	-7	1727	-22	12	-2	2	0.9	-11	-2	-0.2	0.56
Cc1[nH][nH]c(=O)c1N=Nc1ccccc1C#N	17	1577	-16	30	5	-1	0.7	8	1	0.0	-0.94
O=c1cc(NC2CCCCC2)c2ccccc2o1	6	1623	/	40	-5	4	0.6	17	6	0.7	/
COc1cc(C2c3c(oc4ccccc4c3=O)C(=O)N2c2ccc(C)cn2)ccc1O (stereo not drawn)	15	1527	-21	0	13	7	1	-4	4	-0.5	/
COc1cc(CNCCc2ccccc2)cc(Cl)c1OCc1ccccc1	91*	1576	-5	8	3	4	0.9	1	0	-0.6	-3.3
Cc1ccc(CN2CCN(/N=C/c3ccc(C)s3)CC2)cc1	68*	1612	-9	23	2	0	0.8	7	8	0.2	/
Cc1ccccc1-c1ccccc1N	-8	1697	5	-12	2	0	1.1	-4	1	-0.1	0.24
COC(=O)c1ccc(NC(=O)C2CCCN2S(=O)(=O)c2ccc(OC)cc2)cc1 (stereo not drawn)	58*	1561	11	5	4	1	0.9	-22	-2	0.5	/
CC(C)CCN(CCC(C)C)C(CO)(CO)CO	0	1532	6	6	-1	5	0.9	-7	1	0.0	-0.13
C[C@@H](NC(=O)c1nc[nH]c1C(=O)N[C@@H](Cc1ccccc1)C(=O)OCc1ccccc1)c1ccccc1	4	1613	-16	-9	-1	0	1.1	-4	0	0.6	/
CN(Cc1ccccc1)C(=O)COC(=O)C1CCN(S(=O)(=O)c2cccs2)CC1	-5	1638	-20	-11	1	9	1.1	3	-4	-1.5	0.69
CCc1cc2ccccc2nc1SCC(=O)N1CCN(C(=O)c2ccco2)CC1	7	1677	-22	-2	6	2	1	2	4	-2.6	/
CCN1CCN(CC(O)COc2ccc(C(C)=O)cc2)CC1 (stereo not drawn)	8	1702	2	0	3	1	1	1	-2	-1.0	/
Cc1c(C(=O)N2CCCCC2)nn(-c2ccc(Cl)cc2)c(=O)c1C#N	6	1454	-2	-3	-3	-3	1	-11	4	-1.4	0.76
c1ccc(COc2cccc(CNCc3ccccn3)c2)cc1	96*	1478	-8	-93	6	-4	1.9	18	4	0.1	0.018
COc1ccc(-c2cnnc(N/N=C/c3ccc(O)cc3)n2)cc1	-1	1598	11	2	5	4	1	-2	-3	0.2	0.74

Given with two lines to a compound: 12 of the compounds above.
Screens in order – Lmaj promast	SRC2 TRFRET art	S1P3 antagonist	bIAP inhibitor	PPARg SRC-3 ag	PPARg SRC2 recr	bIAP activator	TLR4 MyD88 comp	PPARg SRC1 recr	DTT redox prof	ROMK primary
> O=C(CN1C(=O)c2ccccc2S1(=O)=O)NC1CCCC1
    -5	1598	-3	14	5	12	0.9	-5	1	-1.9	-0.066
> CC(C)CC(NC(=O)CNC(=O)C1O[C@@H]2OC(C)(C)O[C@@H]2[C@H]2OC(C)(C)O[C@@H]12)C(=O)O (stereo partly drawn)
    1	1573	0	-5	0	2	1.1	3	4	-9.8	-1.8
> O=C(Cn1cccc1C(=O)c1ccccc1)NCc1ccccc1
    3	1410	/	10	-1	-6	0.9	11	11	0.0	2
> CCC(=O)Nc1ccc2nc(C)n(CC(=O)Nc3ccccc3)c(=O)c2c1
    10	1560	-19	3	-2	-1	1	0	-1	-0.3	/
> CC(C)NC(=O)c1cnc(Sc2ncc(C(F)(F)F)cc2Cl)n1C
    -4	1575	/	3	5	17	1	-2	1	0.3	0.53
> COc1ccc(NC(=O)CSCC(=O)N2c3ccccc3CCc3ccccc32)cc1
    17	1574	-11	2	-1	6	1	-3	1	-0.5	-0.44
> CC(=O)c1cccc(NC(=O)COc2cc3oc(=O)c(CC(C)O)c(C)c3cc2Cl)c1 (stereo not drawn)
    -6	1683	-7	20	4	-1	0.8	-1	-5	0.0	/
> CCOC(=O)CSc1nnc(-c2cccc(Br)c2)o1
    -2	1624	-10	8	13	6	0.9	6	2	0.1	-0.79
> COC(=O)CNC(=O)COC(=O)c1cc(F)c(F)cc1Cl
    -6	1355	/	12	-1	-1	0.9	-1	-1	0.0	-0.059
> Cc1nc2ncnn2c(C)c1Cc1cccc(F)c1
    -7	1727	-22	12	-2	2	0.9	-11	-2	-0.2	0.56
> Cc1[nH][nH]c(=O)c1N=Nc1ccccc1C#N
    17	1577	-16	30	5	-1	0.7	8	1	0.0	-0.94
> O=c1cc(NC2CCCCC2)c2ccccc2o1
    6	1623	/	40	-5	4	0.6	17	6	0.7	/

Further compounds follow.
SMILES	Lmaj promast	SRC2 TRFRET art	S1P3 antagonist	bIAP inhibitor	PPARg SRC-3 ag	PPARg SRC2 recr	bIAP activator	TLR4 MyD88 comp	PPARg SRC1 recr	DTT redox prof	ROMK primary
N#CC(C#N)=C(Nc1ccc(F)cc1)SCc1cccc(F)c1	38	1617	19	5	6	18	1	5	0	-0.5	-0.37
CCCc1cc(=O)oc2cc(OCC(=O)Nc3cc(C)on3)ccc12	-2	1452	-45	4	-8	3	1	-2	12	-0.6	/
Cc1c(=O)n(OCc2c(F)cccc2F)c2ccccc2[n+]1[O-]	-4	1560	/	/	4	7	/	10	8	-0.7	-0.022
CN1CCc2nc(SCCOc3ccccc3)c(C#N)cc2C1	19	1591	-25	-5	-3	3	1	-5	1	1.0	-1.3
COC(=O)c1ccc(CNC(=O)COC(=O)C23CC4CC(CC(C4)C2)C3)cc1	-8	1302	0	-4	-7	-1	1	-5	-9	-0.2	-0.97
CC(C)C(=O)Nc1nnc(SCC(=O)NCC2CCCO2)s1 (stereo not drawn)	2	1554	-8	-13	0	-6	1.1	0	-2	-0.8	0.81
O=c1[nH]nc(Sc2ncnc3sccc23)n1CCc1ccccc1	39	1628	-20	0	11	10	1	18	6	2.1	/
